# High-throughput results: PubChem BioAssay, several laboratories
# GPR35 arrestin U2OS: GPR35 antagonists blocking zaprinast-driven arrestin recruitment, primary screen, imaging, U2OS, beta-arrestin-GFP, zaprinast agonist (AID 2058). G-protein coupled receptor 35 (Homo sapiens). U2OS GPR35 beta-arrestin-GFP translocation imaging, zaprinast antagonism; higher % means a stronger effect. one-dose inhibition, % at 10 µM; IC50 in µM for titrated hits. hit rate 0.052% among 290,000;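 active = inhibition of at least 50% with at least 30 cells and total cytoplasm GFP at most 10,000,000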
# Lipid droplet: inhibitors of hepatocyte lipid droplet formation, primary screen, imaging, high-throughput imaging, BODIPY stain | AML12 mouse hepatocytes, oleate lipid droplets | hit rate 0.4% among 240,000 | inhibition, % at 6.5 µM | AID 1656, 2009;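 active = lipid droplet intensity inhibited by at least 50%, with more than 500 cells counted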
#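 Assay system: AML12 mouse liver cells | Compound dosing: One dose, 6.5 µM compound | Read-out basis: Droplet intensity reduction, % inhibition | Measured by: Fluorescence imaging, 20x objective, two fields per well | Schedule: Overnight treatment with compound plus oleate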
# Large T inhibition: SV40 large T antigen inhibitors, biochemical (AID 1903); hit rate 0.39% among 310,000; inhibition, % at 20 µM; hits with a dose series show IC50 in µM; SV40 large T antigen ATPase/helicase inhibition assay; higher % means a stronger effect; in the data active = a potency from the dose series; note: strong numbers were not always called active
# NTR1 agonist: agonists of NTR1, primary screen, imaging, U2OS cells, beta-arrestin-GFP, high content (AID 493036) | Neurotensin receptor type 1 (Homo sapiens), P30989 | NTR1-U2OS beta-arrestin-GFP spot imaging, agonist mode | activation, % at 20 µM | hit rate 0.17% among 330,000;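 active = activation at or above 40% of the spot to cytoplasm intensity ratio, with at least 20 cells analyzed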;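 note: 0% = DMSO without peptide and 100% = 100 nM NTR1 peptide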
# Target sequence (P30989 whole entry, looked up): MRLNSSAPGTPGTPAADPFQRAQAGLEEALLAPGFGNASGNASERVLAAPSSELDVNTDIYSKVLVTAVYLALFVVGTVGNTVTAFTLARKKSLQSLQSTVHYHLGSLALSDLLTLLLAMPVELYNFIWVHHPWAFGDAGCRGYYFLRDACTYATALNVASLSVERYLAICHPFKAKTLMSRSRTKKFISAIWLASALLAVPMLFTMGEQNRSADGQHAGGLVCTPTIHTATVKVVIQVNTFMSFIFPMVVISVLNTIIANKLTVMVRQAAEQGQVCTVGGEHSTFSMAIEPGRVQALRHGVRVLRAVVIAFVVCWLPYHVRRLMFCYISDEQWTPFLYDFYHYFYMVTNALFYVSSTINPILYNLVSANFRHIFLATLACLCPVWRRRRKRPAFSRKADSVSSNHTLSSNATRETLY
# MgcRacGAP inhibition: MgcRacGAP GTPase-activating activity inhibitors, confirmation, biochemical, ADP Hunter fluorescence. MgcRacGAP-stimulated Rac1 GTP hydrolysis, ADP Hunter fluorescence; higher % means a stronger effect; GST-tagged Rac1 F28L mutant substrate. inhibition, % at 30 µM; hits with a dose series show IC50 in µM. Rac GTPase-activating protein 1 (Homo sapiens). hit rate 0.6% among 340,000. AID 624330, 2012;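 active = first-screen hits whose inhibition reached a set limit at any dose in the follow-up dose series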;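 note: fluorescence reports GDP produced by GAP-driven GTP hydrolysis; strong numbers were not always called active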
# GPR55 antagonists: GPR55 antagonists blocking LPI-driven arrestin recruitment, primary screen, imaging, U2OS, beta-arrestin-GFP, LPI agonist (AID 2013). one-dose inhibition, % at 10 µM; IC50 in µM for titrated hits. G-protein coupled receptor 55 (Homo sapiens). hit rate 0.13% among 290,000. U2OS GPR55 beta-arrestin-GFP translocation imaging, LPI antagonism; higher % means a stronger effect;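 active = spots per cell inhibited over 60%, with over 100 cells counted and total cytoplasm intensity under 500,000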;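 note: U2OS cells stably carrying GPR55 and arrestin-GFP stimulated by 5 µM LPI near EC80; imaged beta-arrestin-GFP aggregate spots per cell after agonist stimulation; plate controls were LPI-stimulated DMSO wells for no effect and DMSO wells without LPI for full effect; some results filed as inactive read as strong as hits; confirmed hits need IC50 under 10 µM and bright autofluorescent wells are also inconclusive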
# T cell modulator: modulators of CD8 T cell-vesicle binding, primary screen, mouse 2C CD8+ T cells, flow cytometry | hit rate 0.068% among 330,000 | calls only at 7 µM | 2C CD8+ T cell-vesicle binding; stronger effect = lower value;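 active = response, share of CD8 T cells binding vesicles, and their 90th percentile fluorescence all below set limits, cut at about 80% in these data, passing the limit was not always enough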
#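 Test system: purified 2C TCR transgenic mouse naive CD8+ T cells. Probe or stimulus: QL9-peptide-loaded Drosophila micro-vesicles bearing Ld, ICAM-1 and B7-1. Incubation: binding step 1.5 h, 37 °C, antibody labelling 20 min, ice. Measured by: flow cytometry of vesicle-bound cells.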
# LYP phosphatase: inhibitors of LYP phosphatase, biochemical, fluorescence intensity, uHTS (AID 1779) | recombinant LYP phosphatase, fluorescence intensity; higher % means a stronger effect | one-dose inhibition, % at 11.5 µM; IC50 in µM for titrated hits | hit rate 0.054% among 290,000; in the data active = inhibition above about 50%;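 note: plate controls were vehicle with enzyme for no effect and no enzyme for full effect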
# GPR55 activation: GPR55 agonists via beta-arrestin recruitment, primary screen, imaging, U2OS cells, beta-arrestin-GFP redistribution (AID 1961). G-protein coupled receptor 55 (Homo sapiens). U2OS GPR55 beta-arrestin-GFP redistribution imaging; higher % means a stronger effect. activation, % at 10 µM; hits with a dose series show EC50 in µM. hit rate 0.048% among 290,000;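 active = activation above 40% with more than 50 cells counted in the well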;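 note: U2OS osteosarcoma cells stably expressing GPR55 and beta-arrestin-GFP; plate controls were DMSO negative control for no effect and LPI positive control for full effect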
# Lipid droplet cells 6.5 µM: further read-out of Lipid droplet, marked with its call; cell count; measured here: cell count, cytotoxicity flag;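 cells counted across two imaged fields per well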
# T cell modulator vesicle-bound %: second read-out of T cell modulator, no call of its own (marks repeat the call); double positive events, %; measured here: CD8+ vesicle-bound cell fraction;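 binding gate set so that unloaded-vesicle control wells show 10% double positive cells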
# NTR1 agonist cell count 20 µM: further read-out of NTR1 agonist, marked with its call; cell count; measured here: cell count, cytotoxicity flag
# Active calls of the source: *; i = inactive; · = no result given.
Structure,GPR35 arrestin U2OS,Lipid droplet,Lipid droplet cells 6.5 µM,Large T inhibition,NTR1 agonist,NTR1 agonist cell count 20 µM,MgcRacGAP inhibition,GPR55 antagonists,T cell modulator,T cell modulator vesicle-bound %,LYP phosphatase,GPR55 activation
N#CC1=C(N)Oc2n[nH]c(-c3cccs3)c2C1c1cccnc1 (centres undefined),0%,·,·,14%,2.3,68,8%,6%,i,18,-3%,-0.1%
Cc1cc(Br)cc2cn[nH]c12,-18%,0,703,28%,-1.5,67,2%,0%,i,42,-2%,-0.1%
Cc1cc(Cl)c(S(=O)(=O)NC2CCCCC2)cc1OCC(=O)Nc1nncs1,4%,-27,699,1%,1.8,44,-9%,-3%,i,12,5%,0.0%
CC(C)COc1ccc(-c2nn(-c3ccccc3)cc2CO)cc1,4%,-21,815,-2%,19,84,5%,7%,i,56,0%,-0.3%
Cc1ccc2nc3c(cc(C#N)c(=O)n3-c3nccs3)c(=O)n2c1,4%,·,·,4%,-0.7,87,8%,-1%,i,13,-39%,-0.2%
CCOC(=O)C1=C(C)NC(SC)=C(C#N)C1CC(C)C (centres undefined),-9%,-25,589,11%,2.7,37,-10%,16%,i,23,-5%,-0.3%
O=C(NCCN1CCOCC1)c1cc(=O)[nH]c2ccc(Br)cc12,-4%,·,·,2%,0.9,43,9%,14%,i,41,-4%,0.0%
O=C(NCc1ccc(F)cc1)C1CCCN1S(=O)(=O)c1cccc2nsnc12 (centres undefined),18%,-35,770,3%,-0.1,59,-21%,-9%,i,6,-14%,-0.1%
Cc1ccc(S(=O)(=O)NNC(=O)Nc2ccccc2F)c(C)c1,2%,11,713,2%,-0.2,46,8%,-2%,i,55,-10%,-0.1%
O=C(Nc1ccc2c(c1)OCCO2)c1cccc(Cl)c1,3%,11,812,1%,-0.9,50,9%,2%,i,18,-14%,0.4%
CCc1c(C(=O)Nc2ccc(OC)cc2)[nH]c(C)c1C(C)=O,-3%,·,·,-11%,0.0,78,6%,2%,i,15,-3%,-0.1%
Cc1cccc(COc2ccccc2/C=N/Nc2ccc([N+](=O)[O-])cc2)c1,2%,-4,776,10%,0.7,73,9%,4%,i,48,1%,0.9%
N#Cc1cnn(-c2ccccc2)c1NC(=O)CN1CCN(c2ccccc2)CC1,1%,-13,674,5%,0.0,39,·,11%,i,38,-7%,0.3%
CC(=O)N1CCCc2cc(S(=O)(=O)N(C)Cc3ccccc3)ccc21,10%,-9,688,-1%,-2.6,102,6%,-17%,i,46,-1%,0.2%
CCC(O)c1c(-c2ccccc2)nn(C)c1Cl (centres undefined),-6%,-2,712,3%,0.2,42,0%,6%,i,38,-2%,-0.1%
COc1cccc(/C=N/n2c(CO)nc3ccccc32)c1OC,10%,·,·,16%,-1.6,86,3%,-1%,i,57,0%,0.2%
COC(=O)CCC(=O)OC1(C)C(=O)C2=CN(CC3CC3)C(c3ccc(OC)cc3)=CC2=C(Br)C1=O (centres undefined),-9%,6,700,34%,-2.7,103,3%,1%,i,60,-4%,-0.1%
Cc1ccc(Nc2nc3ccccc3n3cnnc23)cc1Cl,-5%,28,866,7%,4.4,63,1%,-9%,i,48,-3%,0.0%
COC(=O)c1[nH]c2ccc(Br)cc2c1NC(=O)CN1CCCCC1CCO (centres undefined),16%,·,·,2%,-1.7,46,12%,14%,i,45,-9%,-0.1%
Cc1ccc(NC(=O)CN2CCC(C(=O)c3ccc(F)cc3)CC2)cc1,-19%,13,746,12%,1.6,80,8%,11%,i,23,-4%,-0.4%
COc1ccc(-c2csc(/C(C#N)=C\c3cccc([N+](=O)[O-])c3)n2)cc1,16%,16,573,4%,-0.2,66,·,12%,i,52,-6%,1.1%
CC(C(=O)NCCN1C(=O)S/C(=C\c2cccs2)C1=O)N1C(=O)c2ccccc2C1=O (centres undefined),2%,-2,664,-1%,0.8,75,7%,24%,i,52,-11%,-0.1%
Cc1cccn2cc(CNS(=O)(=O)c3ccc4ccccc4c3)nc12,-18%,-53,766,7%,0.8,43,6%,1%,i,35,-2%,-0.1%
CC1Sc2ccc(S(=O)(=O)N3CCC(C(=O)Nc4cccc(Cl)c4)CC3)cc2NC1=O (centres undefined),6%,-6,700,-1%,5.2,66,8%,-6%,i,9,1%,-0.2%
O=C(NCCc1ccccc1)C(=O)NCC(c1ccco1)N1CCOCC1 (centres undefined),2%,1,707,9%,-0.1,49,-7%,0%,i,39,-5%,-0.3%
O=C(NCC1CCCO1)c1ccc(NC(=O)c2cccc(Cl)c2)cc1 (centres undefined),·,·,·,7%,0.5,59,-1%,·,i,44,·,·
COc1cc2c(cc1OC)C(c1ccccc1O)N(C1CC(=O)N(c3ccccc3)C1=O)CC2 (centres undefined),-12%,-2,748,12%,-0.7,84,3%,-12%,i,55,1%,-0.4%
N#CCC(=O)N/N=C/c1ccc(OS(=O)(=O)c2ccccc2)cc1,-3%,10,713,2%,2.1,89,6%,2%,i,16,-10%,-0.4%
COc1ccc(-c2cnnn2-c2ccc(NC(=O)/C=C/c3ccc(OC)c(OC)c3)cc2)cc1,-14%,-35,594,4%,0.7,58,7%,-2%,i,42,7%,-0.5%
Cc1cc2c(=O)n(Cc3ccco3)c(SCC(=O)NCc3ccco3)nc2s1,-12%,-1,668,3%,1.4,55,25%,4%,i,42,2%,-0.1%
Cc1nnc(SCC(=O)Nc2ncc(S(=O)(=O)c3ccc([N+](=O)[O-])cc3)s2)s1,-11%,-28,678,7%,2.3,49,5%,-2%,i,33,-5%,-0.6%
COc1cc(C(=O)NC(=S)NNC(=O)[C@H]2C[C@@H]2c2ccccc2)cc(OC)c1OC,7%,2,750,9%,-0.4,53,-2%,3%,i,49,-1%,-0.1%
CC(OC(=O)CNS(=O)(=O)/C=C/c1ccccc1)C(=O)Nc1ccc(S(=O)(=O)N2CCCC2)cc1 (centres undefined),1%,-1,572,18%,1.9,76,-4%,8%,i,51,2%,-0.8%
CCN(CC)CCNCc1cc(Cl)ccc1OCc1ccccc1F,10%,-12,643,0%,0.8,64,1%,18%,i,44,-8%,-0.1%
c1ccc(-c2nnc(-c3ccccn3)nn2)nc1,·,·,·,13%,0.5,65,10%,·,i,16,·,·
COc1ccc(/C=C/C(=O)NC(C)(C)C)cc1S(=O)(=O)N1CCOCC1,-5%,6,641,6%,4.8,37,-2%,1%,i,42,-3%,-0.3%
CCOC(=O)C1CCN(c2cc3c(cc2NC(=O)c2ccc(F)cc2)n(C)c(=O)n3C)CC1,3%,-11,669,12%,10,55,9%,12%,i,18,7%,-0.2%
CC(C)C(=O)NN1c2ccccc2CCc2ccccc21,3%,1,667,16%,-0.1,51,·,2%,i,26,-10%,-0.1%
Cc1c(Br)c(C(N)=O)nn1C,-5%,11,745,6%,1.0,69,3%,3%,i,31,-10%,0.6%
Cn1cnc([N+](=O)[O-])c1Nc1ccccc1O,-7%,-1,757,27%,0.1,52,7%,-10%,i,49,-2%,0.5%
CN(C)c1nc(-c2ccccc2)nc(-c2ccc(Cl)cc2)c1C#N,-10%,11,760,18%,11,27,10%,10%,i,13,-4%,-0.1%
O=C(O)/C=C/c1cn(-c2ccccc2)nc1-c1cc2ccccc2oc1=O,4%,-4,725,8%,-2.2,66,15%,-2%,i,14,8%,0.9%
Cc1ccc2nc3sc(C(=O)Nc4c(C)[nH]c(=O)[nH]c4=O)c(N)c3cc2c1,-1%,0,620,7%,2.2,49,-10%,6%,i,7,5%,-0.3%
CC(=O)Nc1cccn(Cc2c(Cl)cccc2Cl)c1=O,-14%,2,682,7%,2.2,55,5%,8%,i,32,-5%,0.1%
O=C(Nc1ccccc1)c1cc(-c2ccccc2Cl)no1,2%,·,·,6%,-0.3,60,1%,1%,i,16,-7%,-0.1%
COc1ccc(OC)c(NC(=O)CCc2c[nH]c3ccccc23)c1,-8%,3,679,7%,-0.6,59,3%,4%,i,42,-5%,0.0%
COc1ccccc1NC(=O)CC1SC(=N)N(c2ccccc2)C1=O (centres undefined),3%,2,715,2%,0.5,53,5%,-6%,i,29,-3%,-0.1%
O=C(Nc1nnc(-c2cccs2)o1)c1cccc(C(F)(F)F)c1,0%,·,·,4%,5.2,88,2%,5%,i,40,0%,-0.2%
CCc1ccc(NC(=O)CSc2nnc(-c3ccco3)o2)cc1,-10%,-11,666,3%,-0.1,75,10%,-17%,i,14,-14%,-0.2%
O=c1[nH]c(C2CCN(S(=O)(=O)c3ccc(C(F)(F)F)cc3)CC2)nc2c1nnn2Cc1ccc(F)cc1,0%,8,796,2%,5.9,47,-4%,1%,i,32,0%,-0.1%

# An excerpt from above, limited to NTR1 agonist cell count 20 µM:
compound	NTR1 agonist cell count 20 µM
Cc1cc(Cl)c(S(=O)(=O)NC2CCCCC2)cc1OCC(=O)Nc1nncs1	44
CC(C)COc1ccc(-c2nn(-c3ccccc3)cc2CO)cc1	84
Cc1ccc2nc3c(cc(C#N)c(=O)n3-c3nccs3)c(=O)n2c1	87
CCOC(=O)C1=C(C)NC(SC)=C(C#N)C1CC(C)C (centres undefined)	37
